# DENV2 CPE rescue: inhibitors of DENV2 cytopathic effect, primary screen, cell-based, plate reader, single concentration; DENV2-infected cells, cytopathic effect rescue; CPE inhibition, % at 9.99 µM; 350,000 compounds, 1.7% hits; in the data active = CPE inhibition above about 20%, passing the limit was not always enough; inconclusive = no clear call, values can overlap the other calls; tested in BHK-21 cells;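 also: 0% = median of neutral control wells and 100% = median of positive control wells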
# SIRT5 block: SIRT5 desuccinylase inhibitors, primary screen, biochemical, fluorescence imaging, single point, set 5; 330,000 compounds, 1.1% hits; NAD-dependent protein deacylase sirtuin-5, mitochondrial (Homo sapiens), Q9NXA8; inhibition, % at 15 µM; Purified SirT5, succinyl-peptide AMC, trypsin-coupled fluorescence; in the data active = inhibition above about 15%; inconclusive = no clear call, values can overlap the other calls
# Target sequence (Q9NXA8 whole entry, looked up): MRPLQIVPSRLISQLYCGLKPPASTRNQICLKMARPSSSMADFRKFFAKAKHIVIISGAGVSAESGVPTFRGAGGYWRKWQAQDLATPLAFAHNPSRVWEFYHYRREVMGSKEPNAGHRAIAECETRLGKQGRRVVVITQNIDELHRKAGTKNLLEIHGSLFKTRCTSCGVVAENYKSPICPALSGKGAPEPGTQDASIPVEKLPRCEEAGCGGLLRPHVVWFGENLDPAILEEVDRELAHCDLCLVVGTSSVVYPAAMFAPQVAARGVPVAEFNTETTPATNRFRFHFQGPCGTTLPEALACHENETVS
# LGR2 antag: inhibitors of bursicon-induced LGR2 CRE-luciferase signal, primary screen, cell-based, HEK293, CRE-luciferase reporter, bursicon stimulation; Drosophila bursicon receptor LGR2 (rickets); inhibition, % at 9.99 µM; AID 720647, 2013; 380,000 compounds, 0.35% hits; bursicon-stimulated, 4 h;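 active = drop in luminescence signal, shown as inhibition above about 50% in the replicate tests, limit read from the data, passing the limit was not always enough; inconclusive = probably only some replicates passing the limit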;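 also: agonist challenge used bursicon conditioned medium at about half maximal strength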
# CASP6 VEID inh: human caspase-6 inhibitors, primary screen, biochemical, VEID-R110 fluorescence, single point, set 2. P55212. purified caspase-6, Z-VEID-R110 cleavage fluorescence. inhibition, % at 12.5 µM. 350,000 compounds, 0.53% hits. AID 686996, 2013;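 active = mean inhibition across replicates at least about 35%, with every replicate also reaching that limit, limit read from the data; inconclusive = only one of the two criteria met; inactive = neither criterion met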;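 also: 0% = median of neutral control wells and 100% = no fluorescence left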
# Target sequence (P55212 24-179 limits assumed): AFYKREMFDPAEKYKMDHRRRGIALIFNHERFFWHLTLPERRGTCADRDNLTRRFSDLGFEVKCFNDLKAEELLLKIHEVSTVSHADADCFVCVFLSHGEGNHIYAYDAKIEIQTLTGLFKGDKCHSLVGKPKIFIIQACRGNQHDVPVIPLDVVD
# Target sequence (P55212 194-293 limits assumed): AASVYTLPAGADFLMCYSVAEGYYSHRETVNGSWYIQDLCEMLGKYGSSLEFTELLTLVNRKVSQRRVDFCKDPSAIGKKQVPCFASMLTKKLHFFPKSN
# ARNT TACC3 PPI: disruptors of ARNT/TACC3 protein interaction, primary screen, biochemical, AlphaScreen, single concentration. Transforming acidic coiled-coil-containing protein 3 (Homo sapiens), Q9Y6A5. AlphaScreen His-ARNT PAS-B/GST-TACC3 binding, luminescence; TACC3 fragment carries E629A point mutation. inhibition, % at 9.99 µM. 390,000 compounds, 0.66% hits. AID 623870, 2012;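 active = mean inhibition of replicates at least 50% and at least half of replicates each reaching 50%; inconclusive = half or more replicates reach 50% but mean below 50%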;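 also: 0% = complete ARNT plus TACC3 wells and 100% = ARNT alone without TACC3; many hits fall short of the cut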
# EWS-Fli block: EWS/Fli-driven NR0B1 reporter inhibitors, primary screen, A673 cells, NR0B1 luciferase, luminescence, MLPCN library; viability-normalised; inhibition, % at 12.6 µM; 350,000 compounds, 0.67% hits;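 active = mean inhibition of at least 50% after viability correction, with every replicate also passing that limit; inconclusive = mean reaches 50% but only one of two replicates passes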;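 also: firefly luciferase signal divided by Alamar Blue viability fluorescence both relative to DMSO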
# PAX8 reporter: inhibitors of PAX8-driven TPO luciferase reporter, primary screen, RMG-I cells, single concentration; AID 652154, 2013; SteadyGlo, 24 h; inhibition, % at 12.6 µM; 360,000 compounds, 1.2% hits;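 active = mean replicate inhibition at least 60% with every replicate also reaching 60%; inconclusive = only one of the two criteria is met; inactive = mean below 60% and not all replicates reaching 60%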;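 also: luciferase light reporting Pax8 driven TPO promoter activity; plate controls were median of neutral control wells for no effect and mitoxantrone controls for full effect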
# Active calls of the source: *; ? = inconclusive; nt = no result given.
# Each structure is followed by: SIRT5 block, DENV2 CPE rescue, ARNT TACC3 PPI, CASP6 VEID inh, EWS-Fli block, LGR2 antag, PAX8 reporter
CNC[C@H]1Oc2ccc(N(C)C)cc2C(=O)N([C@@H](C)CO)C[C@@H]1C
 : 0, 10, -2, 2, -7, nt, -4
COC(=O)[C@H]1[C@H](CO)[C@H]2Cn3c(ccc(-c4cccc(F)c4)c3=O)[C@H]2N1Cc1ccccn1
 : -9, ?, -3, -2, 4, 6, 17
COc1ccccc1CNC(=O)C[C@@H]1C[C@@H]2c3cc(NC(=O)C4CCC4)ccc3O[C@@H]2[C@@H](CO)O1
 : 6, 5, nt, 4, 1, -5, -12
COc1ccc2c3c(n(C)c2c1)[C@@H](CO)N(C(=O)CN(C)C)CC31CN(C(=O)C2CCC2)C1
 : nt, -6, nt, nt, -8, 6, nt
C#CCNC(=O)C1=C[C@@H](c2ccc(C#C)cc2)C[C@@H](OCCCCO)O1
 : nt, nt, -5, nt, -5, -8, -2
COc1ccc(NC(=O)CCCNC(=O)c2ccc(Cl)cc2)cc1OC
 : -6, ?, -8, -3, 8, -5, -4
COc1ccc(-c2cn3c(C)c(C(=O)NCc4ccc5c(c4)OCO5)sc3n2)cc1
 : 0, -9, -4, -1, 0, -12, 10
Cc1noc(C)c1NC(=O)N(C)C[C@H]1OCCCC[C@H](C)Oc2ccc(NC(=O)C3CCCCC3)cc2C(=O)N([C@@H](C)CO)C[C@@H]1C
 : -2, ?, -9, 0, -1, -3, 5
Cn1cccc1-c1cc(C(=O)N/N=C/c2cc(Br)ccc2O)[nH]n1
 : 1, 3, 15, 3, 4, 36, 74*
COc1cc(/C=N/NC(N)=O)ccc1OCC(=O)Nc1cc(C)c(C)cc1Br
 : 0, -2, -8, -1, 0, 11, 6
Cc1ccc(F)cc1C(=O)N1CCCC(c2cc(C(=O)Nc3ccccc3Cl)no2)C1 (centres undefined)
 : -2, -1, nt, 2, 0, 12, 13
CN1CCN(C(=O)c2ccc(Cc3cn(C)c4ccccc34)nc2)CC1
 : -4, -4, nt, -9, -2, 33, 3
COc1ccc(CN2CCC3CC2c2cc(-c4cccc(C)c4)ccc23)cc1 (centres undefined)
 : -3, ?, 9, -2, 9, 3, 12
C[C@@H]1CN([C@@H](C)CO)C(=O)c2cc(NC(=O)Nc3ccc(F)cc3)ccc2O[C@@H]1CN(C)CC1CCCCC1
 : 8, 5, 21, -2, 14, -5, 24
O=C(NCc1ccncc1)c1cccc(S(=O)(=O)NCc2ccccc2)c1
 : -1, 8, 7, -95, -1, -2, 3
Cc1ccc(S(=O)(=O)N2CC[C@@H]3[C@H]2c2cc(-c4ccccc4F)ccc2N[C@@H]3CO)cc1
 : 5, 2, 6, -3, -4, -2, -6
CC(C)C#Cc1ccc2c(c1)O[C@H](CN(C)C(=O)C1CC1)[C@H](C)CN([C@H](C)CO)S2(=O)=O
 : 2, 19, 1, 0, 2, 11, nt
COc1cc(O)c(C(CC(=O)N2CCCCC2)c2ccc3c(c2)OCO3)c(OC)c1 (centres undefined)
 : nt, nt, 1, nt, -11, 17, 1
CC(=O)Nc1nn(CC(C)C)c2nc3ccc(C)cc3cc12
 : -7, 3, nt, -3, -20, 7, -13
COc1ccc(S(=O)(=O)N2CC(O)CC2C(=O)Nc2cccnc2)cc1 (centres undefined)
 : 3, -1, -12, -3, 10, -11, 30
Cc1cc(N2CCCC2)ccc1NC(=O)COc1ccccc1
 : -4, -4, 1, 0, 1, -16, nt
NC(=O)CCC(NC(=O)c1ccc(Cl)cc1)C(=O)O (centres undefined)
 : nt, 1, -5, 1, -1, 17, -11
O=S(=O)(c1ccc(-c2ccccc2)cc1)N1C[C@@H]2N[C@H](C1)[C@@H]2c1ccc(-c2cccnc2)cc1
 : 4, -7, nt, 24, 29, 42, ?
O=C(Nc1ccccc1F)c1ccc(Br)o1
 : nt, -6, 1, nt, 0, -10, -16
O=C(OCC(=O)N1CCOCC1)c1cccc(S(=O)(=O)Nc2ccc(F)cc2)c1
 : -3, -9, -1, 2, -14, 12, 2
CCOC(=O)[C@]12CCCC=C1N(CCC1=CCCCC1)C(=O)[C@H](CC(=O)NCCc1ccccc1OC)C2
 : 1, 20, nt, -1, -2, 29, -16
CCCN(C)C[C@@H]1Oc2ncc(C#Cc3ccccc3)cc2C(=O)N([C@H](C)CO)C[C@@H]1C
 : -7, -1, 2, 1, 1, -16, nt
CCn1cc(/C=C(\NC(=O)c2ccccc2F)C(=O)NCCCN2CCOCC2)c2ccccc21
 : -1, 4, 2, -1, nt, 6, 0
CCn1c2c(n(C(C)=O)c1=O)C[C@@H](c1ccccc1)[C@@H](C)[C@@H](C(=O)N1CCCC1)C2
 : nt, 50*, nt, -2, -5, -14, -23
COc1ccc(CC(=O)N[C@@H](C)C(=O)N2CCC3(CC2)NCCc2[nH]cnc23)cc1
 : -8, -4, 9, -7, -2, 0, -3
O=c1oc2ccccc2c(Nc2ccccc2)c1CN1CCCCC1
 : -1, -7, 3, -1, 1, 2, 7
Cc1cc(Cl)c2ccc3ccccc3c2n1
 : 3, 8, -6, 1, -2, 18, -2
CC(NC(=O)c1ccc(CS(C)(=O)=O)cc1)c1cccc2ccccc12 (centres undefined)
 : -1, -4, 0, 1, 4, 0, 17
CCN(CC(=O)NCc1cccs1)C(=O)/C=C/c1ccc(F)cc1
 : 0, 20, nt, -1, 6, 11, -12
Cc1ccc(S(=O)(=O)Nc2ccc3c(c2)CC(=O)N([C@@H](C)CO)C[C@@H](C)[C@@H](CN(C)CC2CC2)O3)cc1
 : -2, -2, -4, -3, -9, -10, 3
O=C1NC[C@H](Cc2ccc(O)cc2)N(C[C@@H]2CCCN2C[C@H](Cc2ccccc2)N2C[C@H](Cc3ccccc3)N(CC3CCCCC3)C(=O)C2=O)C1=O
 : 0, 3, nt, 6, 7, -3, -2
CC12CCC(=O)N1C(C(=O)NCCN1C(=O)S/C(=C\c3ccc(OC(F)F)cc3)C1=O)CS2 (centres undefined)
 : 3, 3, -2, 0, -1, 7, 15
COc1ccc(-c2ccc([C@H]3[C@@H](C#N)N(C(=O)NC4CCCCC4)[C@H]3CO)cc2)cc1
 : -5, -5, 3, -2, -8, 4, 28
C[C@@H]1CN([C@@H](C)CO)C(=O)c2cc(-c3ccccc3)cnc2O[C@H]1CN(C)Cc1ccc(C(=O)O)cc1
 : 10, 8, 3, 5, 0, 1, nt
O=C(NCC(c1ccco1)N1CCc2ccccc2C1)C(=O)Nc1cc(F)ccc1F (centres undefined)
 : -1, 1, -1, 1, 12, 0, 10

# Compound profiles (already shown). Values in the order: SIRT5 block | DENV2 CPE rescue | ARNT TACC3 PPI | CASP6 VEID inh | EWS-Fli block | LGR2 antag | PAX8 reporter
# NC(=O)CCC(NC(=O)c1ccc(Cl)cc1)C(=O)O (centres undefined) is listed with nt | 1 | -5 | 1 | -1 | 17 | -11
# CCOC(=O)[C@]12CCCC=C1N(CCC1=CCCCC1)C(=O)[C@H](CC(=O)NCCc1ccccc1OC)C2 is listed with 1 | 20 | nt | -1 | -2 | 29 | -16
# O=S(=O)(c1ccc(-c2ccccc2)cc1)N1C[C@@H]2N[C@H](C1)[C@@H]2c1ccc(-c2cccnc2)cc1 is listed with 4 | -7 | nt | 24 | 29 | 42 | ?

# Continuation:
# Each structure is followed by: SIRT5 block, DENV2 CPE rescue, ARNT TACC3 PPI, CASP6 VEID inh, EWS-Fli block, LGR2 antag, PAX8 reporter
COc1ccc(C(=O)CCNc2ccc3c(c2)OCCO3)cc1
 : -1, -2, 0, 1, -6, -23, 7
CCOC(=O)c1ccc(NC(=O)c2cccc3c2C(=O)N(CC2CCCO2)C3)cc1 (centres undefined)
 : 0, -7, 3, -2, 2, 0, -6
O=C(CN1C(=O)c2ccc([N+](=O)[O-])cc2C1=O)NCCC1=CCCCC1
 : -4, -5, -2, 2, 2, 2, nt
CCOc1ccc(CONS(=O)(=O)c2ccc(NC(C)=O)cc2)cc1Cl
 : -3, 3, -24, 4, -6, -4, 3
CC(=O)C1=NN(c2ccccc2)C(c2ccc3c(c2)OCO3)N1c1ccccc1 (centres undefined)
 : 1, nt, -47, 6, 18, -2, 14
O=C(O)CCCCn1c(SCc2ccccc2Cl)nc2ccsc2c1=O
 : 0, -1, -24, 1, 15, 4, -39
C[C@@H]1CN([C@H](C)CO)C(=O)c2cc(NC(=O)Nc3ccc4c(c3)OCO4)ccc2O[C@H]1CN(C)C(=O)Nc1cccc2ccccc12
 : 1, 6, -2, -2, 2, -17, nt
COc1ccc(N2C(=O)NC(NS(=O)(=O)c3ccc(NC(C)=O)cc3)(C(F)(F)F)C2=O)cc1 (centres undefined)
 : -1, -12, -16, 3, -3, 6, nt
CCCNC(=O)CSc1nnc(-c2ccccc2Br)n1-c1cccc(C(F)(F)F)c1
 : -2, nt, -7, 0, -2, 9, 9
CCCCn1c(N)c(N(CCC(C)C)C(=O)c2ccc([N+](=O)[O-])s2)c(=O)[nH]c1=O
 : -2, ?, 0, -3, 11, -4, 13
c1ccc(-c2nc(C3CCCCC3)c3ccccc3n2)cc1
 : -8, ?, -14, -2, 3, -15, -5
CCC(=O)Nc1ccc2c(c1)C(=O)N(C)C[C@@H](OC)[C@H](C)CN(C(=O)c1ccccc1F)[C@@H](C)CO2
 : -3, 8, -2, 0, 2, 7, -3
CCOC(=O)N1CCN(C(=O)Nc2cccc3ccccc23)CC1
 : -1, -1, 7, 2, 14, 5, 7
CCSc1oc(-c2cccs2)nc1S(=O)(=O)c1ccccc1
 : -4, ?, -3, 4, 0, 10, -6
COc1cccc(C(=O)Nc2ccc(NC(=O)c3ccco3)c(Cl)c2)c1
 : nt, -5, -3, -4, -63, -40, -28
Nc1ccc(NC(=O)c2ccco2)c(Cl)c1
 : -2, nt, 3, 1, -23, -19, 10
CCCNC(=O)N(C)C[C@@H]1Oc2cc(C#C[C@@H](C)O)ccc2S(=O)(=O)N([C@H](C)CO)C[C@@H]1C
 : 1, 5, -1, -1, -4, -4, nt
CO[C@@H]1CN(C)C(=O)c2cc(NC(=O)c3ccc4c(c3)OCO4)ccc2OC[C@@H](C)N(CCC(F)(F)F)C[C@H]1C
 : nt, 23*, 0, 0, 6, 8, 30
O=C(NC[C@@H]1N[C@@H](CO)[C@H]1c1ccc(-c2cccnc2)cc1)c1cccc(F)c1
 : -7, 41*, -6, 1, -4, -6, 9
O=C(Cc1c(F)cccc1Cl)NNC(=S)Nc1ccc(S(=O)(=O)Nc2ncccn2)cc1
 : 1, 11, -4, -4, 4, 4, 1
CC1CCN(CCCCOc2ccccc2Br)CC1
 : -3, -4, 10, -10, -14, 15, -1
CN(C)CC(=O)N1[C@@H]2Cn3c(cccc3=O)[C@H]1[C@@H](C(=O)NCc1ccccc1)[C@@H]2CO
 : 1, 5, -23, -1, -8, 10, nt
O=C1CCCC(=O)N1CCCCCCN1C(=O)CCCC1=O
 : nt, -8, nt, -2, -1, -3, -10

# Shown as a hit in DENV2 CPE rescue (from the list above):
structure	SIRT5 block	DENV2 CPE rescue	ARNT TACC3 PPI	CASP6 VEID inh	LGR2 antag
CCn1c2c(n(C(C)=O)c1=O)C[C@@H](c1ccccc1)[C@@H](C)[C@@H](C(=O)N1CCCC1)C2	nt	50*	nt	-2	-14
CO[C@@H]1CN(C)C(=O)c2cc(NC(=O)c3ccc4c(c3)OCO4)ccc2OC[C@@H](C)N(CCC(F)(F)F)C[C@H]1C	nt	23*	0	0	8
O=C(NC[C@@H]1N[C@@H](CO)[C@H]1c1ccc(-c2cccnc2)cc1)c1cccc(F)c1	-7	41*	-6	1	-6

# An unsorted share of the library. About 4.9% of those tested had a hit in this group.
